Compound activity (PubChem)
All columns: NCI-60 one-dose screen, growth in % after 48 h at 10 µM unless noted; 100 = growth as untreated, 0 = no growth, -100 = all killed.
RXF 393 – RXF 393 renal cancer cells. 77,000 tested, 6.9% active
ACHN – ACHN renal cancer. 81,000 tested, 4.9% active
786-0 – 786-0 renal cancer cells. 81,000 tested, 5.1% active. AID 1794775
NCI-H522 – NCI-H522 lung cancer; 78,000 tested, 8% active; AID 1794739
UO-31 – UO-31 renal cancer; AID 1794768; 81,000 tested, 5.2% active
TK-10 – TK-10 renal cancer cells; 81,000 tested, 3.9% active; AID 1794769
CAKI-1 – CAKI-1 renal cancer. AID 1794772. 75,000 tested, 4.7% active
NCI-H460 – NCI-H460 lung cancer; 82,000 tested, 6.8% active; AID 1794736
NCI-H322M – NCI-H322M lung cancer. 80,000 tested, 2.7% active. AID 1794733
* = called active by the depositor; nt = not tested or not shown. The calls were made as follows: active = growth percent below 10; inactive = the rest.

The first 2 compounds as a preview:
SMILES | RXF 393 | ACHN | 786-0 | NCI-H522 | UO-31 | TK-10 | CAKI-1 | NCI-H460 | NCI-H322M
CC(Oc1ccc(C(=O)NS(=O)(=O)C2CC2)cc1C(F)(F)F)c1ccc(Oc2ccccc2)cn1 (stereo not drawn) | 78 | 105 | 96 | 61 | 78 | 112 | 66 | 108 | 101
C[C@]12C[C@@H](c3ccoc3)OC(=O)[C@@H]1CC[C@]1(C)[C@@H]2CC[C@@H](O)[C@]1(C)O | 102 | 76 | 84 | 56 | 76 | 65 | 88 | 50 | 99

The listing (from the top)
SMILES | RXF 393 | ACHN | 786-0 | NCI-H522 | UO-31 | TK-10 | CAKI-1 | NCI-H460 | NCI-H322M
CC(Oc1ccc(C(=O)NS(=O)(=O)C2CC2)cc1C(F)(F)F)c1ccc(Oc2ccccc2)cn1 (stereo not drawn) | 78 | 105 | 96 | 61 | 78 | 112 | 66 | 108 | 101
C[C@]12C[C@@H](c3ccoc3)OC(=O)[C@@H]1CC[C@]1(C)[C@@H]2CC[C@@H](O)[C@]1(C)O | 102 | 76 | 84 | 56 | 76 | 65 | 88 | 50 | 99
CCCCN(Cc1ccccc1)Cc1ccc(N(CC)CC)cc1 | 98 | 101 | 92 | 96 | 91 | 103 | 91 | 103 | 104
Cc1ccc(N=C2S/C(=C\c3ccc(Cl)cc3)C(=O)N2Cc2nc3ccccc3[nH]2)cc1 | 88 | 102 | 101 | 83 | 40 | 105 | 80 | 88 | 85
CC(C)(C)c1ccc(C(=O)O)c(Br)c1 | 109 | 108 | 100 | 100 | 86 | 100 | 102 | 106 | 125
Cc1ccc(-c2nn(-c3ccc(S(N)(=O)=O)cc3)c(=O)c3ccccc23)c(C)c1 | 111 | 103 | 99 | 102 | 67 | 119 | 99 | 105 | 107
O=c1c2c(c3ccccc3n1-c1ccccc1)Nc1ncnn1C2c1ccccc1 (stereo not drawn) | 116 | 100 | 99 | nt | 81 | 103 | 97 | 92 | 101
O=C1COc2ccccc2C(=O)N1CCCCn1ccnc1 | 111 | 100 | 98 | 89 | 99 | 94 | nt | 103 | 102
CC(=O)C1=C(O)C=C2Oc3c(C(=O)/C=C/c4cc(C(F)(F)F)cc(C(F)(F)F)c4)c(O)c(C)c(O)c3[C@]2(C)C1=O | -49* | -76* | -46* | -36* | -31* | -32* | 5.4* | -33* | -45*
Fc1ccc(-c2cnc3nonc3n2)cc1F | 129 | 96 | 104 | 83 | 89 | 118 | 110 | 103 | 105
O=C(/C=C/c1ccc(F)cc1)c1ccc(Nc2nc(N3CCCCC3)nc(N3CCCCC3)n2)cc1 | 128 | 104 | 103 | 94 | 86 | 109 | 93 | 107 | 109
Cc1ccc(S(=O)(=O)Oc2ccc(-c3sc4cc(OS(=O)(=O)c5ccc(C)cc5)ccc4c3C(=O)c3ccc(OCCN4CCCCC4)cc3)cc2)cc1 | 66 | 98 | 77 | 58 | 53 | 88 | 78 | 89 | 94
C=CCc1cc(-c2ccc(O)c(CC=C)c2)ccc1O | 95 | 76 | 85 | 81 | 100 | 109 | 91 | 99 | 92
CCOC(=O)C(O)C(O)(c1ccccc1)c1ccccc1 (stereo not drawn) | 113 | 97 | 102 | 93 | 91 | 100 | 97 | 110 | 97
Nc1ccccc1-c1cc2c(c3c1[nH]c1ccccc13)CCCCCCC2 | 106 | 106 | 94 | 83 | 90 | 116 | 108 | 96 | 86
N#CC1=C(N)Oc2c(sc3c(Br)cccc23)C1c1ccccn1 (stereo not drawn) | 14 | 47 | 27 | -14* | 47 | 65 | 87 | 20 | 51
Cc1ccc(C2=C/C(=C/c3ccc(-c4ccc(Cl)cc4)o3)C(=O)N2Cc2ccccc2)cc1 | 93 | 105 | 93 | 107 | 82 | 112 | 98 | 112 | 109
CCN(CC)CCOc1ccc(/C(=C(\C)Cc2ccc(OC)cc2)c2ccc(OC(=O)NCc3ccccc3)cc2)cc1 | 60 | 81 | 57 | 70 | 46 | 71 | 69 | 1.3* | 80
CCOC(=O)c1ncc(-c2cc(F)c(F)c(OCC)c2)c(NC2CCCCCC2)n1 | 94 | 104 | 100 | 86 | 70 | 113 | 72 | 100 | 106
O=C(O)c1ccc(-n2cc(/C=N/Nc3ccc(Br)cc3)c(-c3ccc(F)cc3F)n2)cc1 | 97 | nt | 92 | 55 | 57 | 104 | nt | 104 | 76
Oc1ccc(/C=N\NC(=S)Nc2ccc(F)cc2)c(O)c1 | 102 | 99 | 111 | 87 | 83 | 99 | 102 | 94 | 89
O=C(CSc1nnc2n1N=C(c1ccc(Cl)c(Cl)c1)CS2)c1ccc(Cl)c(Cl)c1 | 101 | 95 | 93 | 64 | 68 | 97 | 92 | 96 | 99
S=c1[nH]nc(-c2cc3ccc2CCc2ccc(cc2)CC3)n1-c1cccnc1 | 120 | 107 | nt | 79 | 101 | 130 | 80 | 96 | 109
O=C(Cn1cc(COn2nnc3ccccc32)nn1)Nc1ccc([N+](=O)[O-])cc1 | 107 | 100 | 101 | 93 | 85 | 108 | 95 | 106 | 101
Cc1ccccc1NC(=O)NNc1ccccc1 | 117 | 106 | 99 | 80 | 73 | 90 | 99 | 101 | 83
Nc1ncncc1-c1ccc(F)cc1 | 109 | 108 | 104 | 119 | 103 | 116 | 99 | 110 | 108
CC(C)(O)c1ccccc1C(C)(C)O | 114 | 100 | 105 | 78 | 94 | 101 | 102 | 107 | 103
C=C1c2c(C)nn(C)c2N(C)C23CC1C1(C)c4c(C)nn(C)c4N(C)C(C)(CC12)C3 (stereo not drawn) | 101 | 94 | 84 | 82 | 90 | 88 | 90 | 102 | 94
CC(C)C1=NOC(=O)C1=Cc1cn(-c2ccccc2)nc1-c1ccc(Br)cc1 | 70 | 82 | 83 | 86 | 68 | 91 | 63 | 83 | 90
CC(=O)Oc1c(C2=NN(C(C)=O)C(c3ccccc3)O2)ccc2ccccc12 (stereo not drawn) | 111 | 99 | 102 | 104 | 81 | 115 | 100 | 100 | 89
Cc1noc(N)c1C(=O)Nc1ccc2c(c1)OCO2 | nt | 107 | 94 | 89 | 88 | 105 | 103 | 111 | 108
CCOC(=O)/C(N=O)=C(/O)c1ccncc1 | 122 | 117 | 94 | 80 | 86 | 89 | nt | 118 | 91
C=CCC(CCC(CC=C)C(=O)O)C(=O)O (stereo not drawn) | 116 | 96 | 101 | nt | 80 | 96 | 112 | 104 | 106
COc1ccc(C(=O)CSc2nnc(-c3cnccn3)n2-c2ccccc2)cc1 | 75 | 89 | 97 | 45 | 79 | 104 | 90 | 91 | 97
Cc1cc(N2CCOCC2)nc(N2CCC(C#N)CC2)n1 | 90 | 104 | 102 | 94 | 88 | 95 | nt | 104 | 106
O=C1CSC(=S)N1/N=C/c1cccc2ccccc12 | 106 | 100 | 104 | 99 | 84 | 101 | 103 | 109 | nt
O=C(c1nnc(Nc2ccc([N+](=O)[O-])cc2)o1)c1c[nH]c2ccccc12 | 116 | 86 | 107 | 95 | 64 | 101 | 84 | 91 | 70
N#CC1=C(c2ccccc2)Nc2c(c(-c3ccccc3)nn2-c2ccccc2)[C@@]12C(=O)Nc1ccc(Cl)cc12 | 45 | 103 | 93 | 97 | 74 | 96 | nt | 89 | 97
COc1cc2c(c(OC)c1OC)CCC(c1cccc(C(=O)Nc3cccc(Br)c3)c1)O2 (stereo not drawn) | 79 | 84 | 81 | 49 | 55 | 79 | 58 | 70 | 51
Nc1nnc(-c2ccc3ccccc3c2O)o1 | 99 | 92 | 104 | 85 | 62 | 128 | 97 | 93 | 88

Rewritten with tabs: part of the list above.
canonical_smiles	RXF 393	ACHN	786-0	NCI-H522	UO-31	TK-10	CAKI-1	NCI-H460	NCI-H322M
COc1ccc(C(=O)CSc2nnc(-c3cnccn3)n2-c2ccccc2)cc1	75	89	97	45	79	104	90	91	97
Cc1cc(N2CCOCC2)nc(N2CCC(C#N)CC2)n1	90	104	102	94	88	95	nt	104	106
O=C1CSC(=S)N1/N=C/c1cccc2ccccc12	106	100	104	99	84	101	103	109	nt
O=C(c1nnc(Nc2ccc([N+](=O)[O-])cc2)o1)c1c[nH]c2ccccc12	116	86	107	95	64	101	84	91	70

New compounds follow
SMILES | RXF 393 | ACHN | 786-0 | NCI-H522 | UO-31 | TK-10 | CAKI-1 | NCI-H460 | NCI-H322M
O=C(NO)c1ccc(-c2nc3ccc4[nH]ncc4c3c3c2CCCC3)cc1 | nt | 2.2* | -8.7* | -43* | -16* | 20 | -0.9* | -43* | -1.6*
O=[N+]([O-])c1ccc(N=NNc2ccc(N=Nc3ccccc3)cc2)cc1 | 102 | 76 | 89 | nt | 82 | 88 | 90 | 82 | 88
Cc1c(N)ccc(-c2ccc(N)c(C)c2S(=O)(=O)O)c1S(=O)(=O)O | 118 | 108 | 106 | 101 | 88 | 99 | 116 | 112 | 108
CN1COc2ccc3ccccc3c2C1 | 107 | 89 | 91 | 90 | 32 | 105 | 91 | 107 | 91
COc1ccc(-c2c3c(=O)n(C)c(=O)n(C)c3cn2-c2ccc(F)cc2)cc1 | 97 | 105 | nt | 92 | 85 | 149 | 79 | 79 | nt
CCN=C(NCC)c1ccc(NC(=O)Nc2ccc(NC(=O)Nc3ccc(C(=NCC)NCC)cc3)cc2)cc1 | 91 | 74 | 78 | nt | 79 | nt | 60 | 34 | 108
COc1cc(-n2nc(C(=O)NCc3ccc(C(=O)O)cc3)nc2-c2ccccc2)cc(OC)c1OC | 102 | 101 | 110 | 79 | 78 | 91 | 98 | 107 | 91
C=CCSc1ccc2c(c1)C(=O)Nc1ccccc1O2 | 117 | 96 | 91 | 96 | 90 | 95 | 87 | 118 | 99
O=C(NC1CC(=O)N(Cc2cccc(C(F)(F)F)c2)C1)c1cc(C(F)(F)F)ccc1O (stereo not drawn) | 85 | 104 | 107 | 96 | 80 | 105 | 93 | 104 | 96
c1c[nH]cn1 | 109 | 103 | 109 | 95 | 97 | 104 | 96 | 119 | 100
O=C(O)C1(Nc2ccc(-c3ccc(Cl)cc3)cc2)CCCC1 | 90 | 93 | 90 | 96 | 73 | 97 | 91 | 100 | 89
CCCCNC(=O)CC1=C(C)/C(=C/c2[nH]c(-c3ccc[nH]3)cc2OC)N=C1C | 59 | 14 | 16 | 17 | -5.1* | 33 | 4.7* | 7.8* | 50
CC1(C)CC[C@]23CC[C@]4(C)[C@H](CC[C@@H]5[C@@]6(C)CC[C@H](OC(=O)c7ccco7)C(C)(C)[C@@H]6CC[C@]54C)[C@H]2[C@H]1OC3 | nt | 95 | 104 | 95 | 86 | 119 | 90 | 112 | 99
Cc1ccc(N2CCN(CC(O)COc3cccc4ccccc34)CC2)cc1 (stereo not drawn) | 150 | 111 | 93 | 91 | 91 | 147 | nt | 109 | 124
COc1ccc2c(c1)cn1c3ccc(OC)cc3[nH]c(=O)c21 | -82* | -98* | -88* | -45* | -75* | -90* | nt | -51* | -45*
CN1CCN(CCc2cc3c(cc2Cl)N(Cc2ccc(-c4ccccc4C#N)cc2)C(=O)C3)CC1 | 93 | 76 | 93 | 90 | 66 | 105 | 61 | 85 | 109
O=C(Nc1ccc(Cl)cc1)Nc1cc(=O)[nH]c(SCC(=O)N2CCN(c3cc4c(cc3F)c(=O)c(C(=O)O)cn4C3CC3)CC2)n1 | 100 | 105 | 98 | 86 | 79 | 99 | nt | 104 | 96
Nc1cc(=O)[nH]cn1 | 109 | 101 | 93 | 82 | 94 | nt | 96 | 106 | 95
C#CCOc1ccc(C2=NN(CC3CC3)C3N=C(Cl)c4ncn(CC5CC5)c4N23)cc1OCC#C (stereo not drawn) | 51 | 62 | 94 | 61 | 47 | 76 | 44 | 70 | 76
CC[C@H](Nc1ncnc2nc[nH]c12)c1nc2cccc(NCc3ccc(C(=O)NO)o3)c2c(=O)n1-c1ccccc1 | 110 | 97 | 94 | 77 | 79 | 84 | nt | 111 | 97
COc1ccc(CC2CC(=O)OC2=O)cc1 (stereo not drawn) | 100 | 112 | 100 | 91 | 90 | 107 | 91 | 110 | 99
COc1ccc2[nH]c(=O)c(CN3CCN(c4nccc(-c5ccc(Cl)cc5)n4)CC3)cc2c1 | 90 | 82 | 85 | 77 | 81 | 104 | 87 | 76 | 85
COCC1OC(OC)C(OC)C(OC)C1OC (stereo not drawn) | 114 | 104 | 96 | 92 | 96 | nt | 101 | 108 | 91
O=C(Nc1cccnc1)c1noc2ccccc12 | 105 | 111 | 96 | 80 | 91 | 104 | nt | 103 | 102
CCCCC(CCc1ccc([N+](=O)[O-])cc1)(C(C)=O)C(=O)OCC (stereo not drawn) | 86 | 114 | 98 | 104 | 68 | 97 | 97 | 105 | 108
O=C(NN1C(=O)/C(=C/C=C/c2ccc([N+](=O)[O-])o2)SC1=S)c1ccc(Cl)cc1 | -92* | -100* | -82* | -89* | -100* | -99* | -100* | -73* | -100*
Nc1n[nH]c2cccc(C#Cc3cccc(NC(=O)c4cc(Cl)cc(Cl)c4)c3)c12 | 89 | 82 | 111 | 100 | 109 | 166 | 71 | 105 | 115
c1ccc(SCN2CCCCC2)cc1 | 142 | 108 | 101 | 89 | 81 | 101 | nt | 105 | 104
O=C(Nc1cccc2[nH]c(C(F)(F)F)nc12)c1ccc2c(c1)OCO2 | 116 | 102 | 104 | 101 | 75 | 103 | 94 | 103 | nt

Single values from above.
CCCCC(CCc1ccc([N+](=O)[O-])cc1)(C(C)=O)C(=O)OCC (stereo not drawn) @ RXF 393: 86
COc1ccc2[nH]c(=O)c(CN3CCN(c4nccc(-c5ccc(Cl)cc5)n4)CC3)cc2c1 @ UO-31: 81
O=C(Nc1cccc2[nH]c(C(F)(F)F)nc12)c1ccc2c(c1)OCO2 @ TK-10: 103
O=C(Nc1cccnc1)c1noc2ccccc12 @ NCI-H322M: 102
c1ccc(SCN2CCCCC2)cc1 @ RXF 393: 142
Nc1n[nH]c2cccc(C#Cc3cccc(NC(=O)c4cc(Cl)cc(Cl)c4)c3)c12 @ NCI-H522: 100
